# Screening data (PubChem)
# TNAP inh hiacc: human TNAP enzyme inhibitors, primary screen, biochemical, luminescent, high phosphate acceptor level, uHTS; Alkaline phosphatase, tissue-nonspecific isozyme (Homo sapiens), P05186; purified TNAP, CDP-star luminescence, 1 M DEA; inhibition, % at 20 µM; actives 0.03% (n = 200,000); AID 1135, 2008;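 active = over 50% inhibition of tissue-nonspecific alkaline phosphatase at 20 µM in the single-dose screen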;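 also: plate controls were DMSO wells for no effect and EDTA-quenched wells as full inhibition for full effect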
# PMI act: activators of human PMI, primary screen, biochemical, fluorescence intensity, near-Km mannose 6-phosphate. AID 1214, 2008. actives 0.005% (n = 190,000). activation factor at 20 µM. purified human PMI, coupled resazurin fluorescence, 20 min; hits give high values; 1 = vehicle control, 0 substrate-free wells. Mannose-6-phosphate isomerase (Homo sapiens), P34949;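 active = activation factor of 2 or more at 20 µM, relative to plate controls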
# Target sequence (P34949 whole entry, looked up): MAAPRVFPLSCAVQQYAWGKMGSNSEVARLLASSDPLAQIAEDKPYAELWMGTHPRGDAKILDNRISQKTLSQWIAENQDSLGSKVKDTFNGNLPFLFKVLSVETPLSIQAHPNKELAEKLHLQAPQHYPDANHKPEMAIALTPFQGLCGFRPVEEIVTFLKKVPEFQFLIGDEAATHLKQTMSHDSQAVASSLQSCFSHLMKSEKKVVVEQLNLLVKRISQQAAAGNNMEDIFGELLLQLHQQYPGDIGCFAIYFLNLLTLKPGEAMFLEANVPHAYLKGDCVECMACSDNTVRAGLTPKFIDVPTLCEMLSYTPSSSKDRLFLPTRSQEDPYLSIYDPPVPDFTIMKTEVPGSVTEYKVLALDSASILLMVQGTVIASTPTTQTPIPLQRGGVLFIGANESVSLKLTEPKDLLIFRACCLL
# PMI act satM6P: human PMI activators, high substrate, primary screen, biochemical, fluorescence intensity, near-saturating mannose 6-phosphate; AID 1216, 2008; Mannose-6-phosphate isomerase (Homo sapiens), P34949; actives 0.34% (n = 190,000); activation factor at 20 µM; coupled PMI enzyme assay, resazurin fluorescence, 20 min; hits give high values; 1 = untreated enzyme, 0 = substrate-free blank;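 active = activation factor of 2 or more at 20 µM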
#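 Test system: human phosphomannose isomerase with PGI, G6PDH, diaphorase coupling enzymes; amount: 15 ng/mL PMI; incubation: enzyme reaction with compound 20 min at room temperature; technique: resorufin fluorescence (Ex 544/Em 590 nm) from resazurin via diaphorase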
# Diaph inh CS: diaphorase inhibitors and chemical oxidizers, primary screen, counter-screen for diaphorase-coupled primary assays, biochemical, uHTS, resorufin fluorescence. diaphorase resazurin-to-resorufin fluorescence, NADH, 16 min; bacterial (C. kluyveri) enzyme, not human. inhibition, % at 20 µM. actives 0.69% (n = 190,000);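 active = primary screen inhibition at 20 µM above a set limit, cut at about 50% in these data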;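 also: plate controls were DMSO with full reaction for no effect and wells lacking NADH for full effect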
#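 material = Clostridium kluyveri diaphorase enzyme | amount = 0.14 U/mL diaphorase, enzyme working solution | schedule = incubation 16 min, room temperature | detection = fluorescence of resorufin formed from resazurin, Ex 544/Em 590 nm | benchmarks = positive control minus NADH, DMSO neutral control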
# TNAP act hi DEA: TNAP activators at high phosphate acceptor level, primary screen, biochemical, luminescence, uHTS; purified TNAP, CDP-star luminescence, 1 M DEA, 30 min; hits give high values; 0 = EDTA background, 1 = DMSO-only activity; activation factor at 20 µM; 200,000 tested, under 10 active;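 active = activation factor at least 2 at 20 µM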
#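 Test system – human TNAP · Doses – 20 µM single point · Incubation – 30 min, room temperature · Signal – luminescent substrate turnover signal · Read-out basis – activation factor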
# FLuc act counter: FLuc activators, initial screening, artefact control for FLuc-dependent activation tests, biochemical, ATPlite luminescence. Luciferin 4-monooxygenase (Photinus pyralis), P08659. ATPlite luciferase biochemical, 10 min; 0 = ATP-free wells, 1 = DMSO control. activation factor at 10 µM. 200,000 tested, under 10 active. AID 1027, 2008;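 active = luciferase activation factor, scaled between plate controls, of at least 2 with compound at 10 µM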
# Target sequence (P08659 whole entry, looked up): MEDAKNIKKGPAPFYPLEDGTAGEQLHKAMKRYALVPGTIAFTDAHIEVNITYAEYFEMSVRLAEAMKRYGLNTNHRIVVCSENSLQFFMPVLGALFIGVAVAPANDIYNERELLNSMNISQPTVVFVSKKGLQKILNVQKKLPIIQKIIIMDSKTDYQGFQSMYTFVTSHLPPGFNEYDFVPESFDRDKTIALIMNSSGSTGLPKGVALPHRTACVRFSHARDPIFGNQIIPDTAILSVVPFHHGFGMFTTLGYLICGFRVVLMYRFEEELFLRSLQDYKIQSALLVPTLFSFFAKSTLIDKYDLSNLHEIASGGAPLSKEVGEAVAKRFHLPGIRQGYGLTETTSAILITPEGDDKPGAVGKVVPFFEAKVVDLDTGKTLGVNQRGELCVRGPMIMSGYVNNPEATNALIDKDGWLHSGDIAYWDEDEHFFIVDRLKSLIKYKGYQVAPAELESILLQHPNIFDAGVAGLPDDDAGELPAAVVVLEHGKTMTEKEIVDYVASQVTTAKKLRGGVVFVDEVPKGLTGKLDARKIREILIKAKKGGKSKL
#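 test system = cell-free luciferase reagent | medium = PBS as buffer for the ATP substrate | dosing = test compounds dosed from 2 mM stocks in 100% DMSO | incubation = 10 min at ambient temperature | detection = luminescence measurement of luciferase light output | benchmarks = low control with PBS replacing ATP, high control enzyme plus ATP without compound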
# TNAP inh noacc: human TNAP enzyme inhibitors, primary screen, biochemical, luminescent, no phosphate acceptor, uHTS. Alkaline phosphatase, tissue-nonspecific isozyme (Homo sapiens), P05186. purified TNAP, CDP-star luminescence, 30 min. inhibition, % at 20 µM. actives 0.26% (n = 200,000). AID 1012, 2008;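 active = tissue-nonspecific alkaline phosphatase inhibition above about 50% at 20 µM in the single-dose screen, limit read from the data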;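 also: 0% = DMSO negative control and 100% = EDTA positive control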
# Diaph act CS: compounds boosting diaphorase resazurin reduction – biochemical, uHTS, resorufin fluorescence, counter-screen for diaphorase-coupled primary assays, primary screen | Diaphorase/resazurin coupled assay, 16 min; hits give high values; 1 = vehicle wells, 0 = NADH-free wells | activation factor at 20 µM | actives 0.005% (n = 190,000) | AID 1229, 2008;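 active = diaphorase activity raised at least twofold by the compound at 20 µM; inactive = activation factor below 2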
#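 Material: Clostridium kluyveri diaphorase, purified enzyme; Quantity: enzyme 0.07 U/mL final; Medium: HEPES pH 7.4 buffer with MgCl2 and Tween 20; Dosing: single compound dose of 20 µM, 1% DMSO final; Schedule: 16 min reaction at room temperature; Measured by: red resorufin fluorescence at 544/590 nm excitation/emission.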
# G6PDH counter: L. mesenteroides G6PDH inhibitors, counter-screen for G6PDH-coupled screening assays, biochemical, Leuconostoc mesenteroides enzyme. glucose-6-phosphate dehydrogenase [Leuconostoc mesenteroides]. AID 1020, 2008. Purified L. mesenteroides G6PDH, diaphorase/resazurin coupled fluorescence, 45 min. actives 0.12% (n = 200,000). inhibition, % at 5 µM; in the data active = inhibition above about 50%
# HMGR II inh: inhibitors of E. faecalis class II HMGR, primary screen, biochemical, Enterococcus faecalis; HMG-CoA reductase (Enterococcus faecalis, mvaE); purified E. faecalis HMGR, NADPH absorbance 340 nm kinetic; inhibition, % at 10 µM; actives 0.41% (n = 190,000);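 active = inhibition above a set limit, the median over all tested compounds plus 3 SD, cut at about 9.5% in these data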;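 also: enzyme runs in reverse so mevalonate oxidation gives rising NADPH absorbance; 0% = complete reaction with DMSO and 100% = background rate lacking mevalonate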
# Active calls of the source: *; · = no result given. Outcome played no part in choosing rows; 1.7% or so of the library scored in one or more.
smiles,TNAP inh hiacc,PMI act,PMI act satM6P,Diaph inh CS,TNAP act hi DEA,FLuc act counter,TNAP inh noacc,Diaph act CS,G6PDH counter,HMGR II inh
O=C(CSc1nnnn1-c1ccccc1)Nc1ncc(Cc2cc(Cl)ccc2Cl)s1,1,1,1,3,1,1,-5,1,1,3
Cc1ccsc1C(=O)OCC(=O)NCc1ccc2c(c1)OCO2,-2,1,0.9,14,1,1,-10,0.9,13,-2
Cc1ccc(C2CC(C(F)(F)F)n3nc(C(=O)NCCN4CCOCC4)cc3N2)cc1 (stereo not drawn),-2,0.9,1,14,1,1,-7,0.9,12,1
CCOc1ccc(C2c3[nH]c4ccccc4c3CCN2Cc2cn(CC)nc2C)cc1 (stereo not drawn),-4,0.8,0.8,22,1,1,-4,0.8,11,4
N#Cc1c(/N=C/c2ccc(Br)s2)sc2c1CCC2,4,0.9,0.8,24,1,0.8,-3,0.8,2,-1
Cc1ccc(C(=O)NCCOC23CC4CC(CC(C4)C2)C3)cc1,-2,0.9,0.8,18,1,1,-2,0.8,3,1
O=C1C2CCCN2C(c2cccs2)N1c1ccc(Cl)cc1 (stereo not drawn),-7,0.9,0.6,19,1.1,1,-11,0.8,19,2
CN1C(=O)C(O)(CC(=O)/C=C\c2ccc3c(c2)OCO3)c2ccccc21 (stereo not drawn),1,0.9,0.9,17,1,0.9,-2,0.8,12,11*
Cc1ccccc1C(=O)O/N=C(\N)c1cccc([N+](=O)[O-])c1,-1,0.9,0.9,4,1,0.1,-8,1,13,-1
CN(C)c1nc(NCc2ccccc2)nc(SCC(=O)Nc2ccc(Cl)c(Cl)c2)n1,-4,0.8,0.7,25,1,1,-20,0.7,-6,-3
CNC1=C([N+](=O)[O-])CC([N+](=O)[O-])=C(N2CCNCC2)N1C,0,1,1,4,1,1.1,-3,1,7,-3
CC(=O)N1CCN(C(=S)NC(=O)c2c(-c3ccccc3Cl)noc2C)CC1,-2,1,1.1,-1,1,1,-4,1,1,4
CN(c1ccc(S(=O)(=O)N2CCOCC2)cn1)C1CCCCC1,-4,0.9,0.9,26,1,1.1,-10,0.7,1,-5
COc1cc2cc(CN(CCCN3CCOCC3)Cc3nnnn3Cc3ccccc3)c(=O)[nH]c2cc1OC,-6,0.9,0.9,8,1.1,1.1,-8,0.9,10,-1
Cc1cc(/C=N/NC(=O)c2cccs2)c(C)n1-c1ccccc1,-2,1,1,7,1,0.1,-10,0.9,0,-3
COC(=O)c1ccc(CN(c2ccccc2OC)S(=O)(=O)c2cccs2)o1,-2,0.8,0.8,15,1,1,-9,0.9,7,-5
CCCCc1nc(S(=O)(=O)c2ccc(Cl)cc2)c(N2CCOCC2)o1,0,1.3,1.2,11,1,1,-8,0.9,7,-2
CCOc1ccc(-c2cc(C(=O)NCCCN3CCN(CC)CC3)c3ccccc3n2)cc1,-2,1,1,-3,1,0.3,-12,1,4,-3
Cc1ccc(SCC2=NNC(=O)C2)cc1,0,0.9,0.9,8,1,1.1,-2,0.9,4,-3
CCCn1c(SCC(=O)Nc2nc3ccccc3s2)nc2c1c(=O)n(C)c(=O)n2C,-2,0.9,1,0,1,0.5,-2,1,1,-2
Cc1cc(Cl)ccc1NC(=O)C1CCCN1C(=O)c1cccs1 (stereo not drawn),0,1,1,11,1,1,-11,0.9,8,-10
CCn1c(CC(=O)Nc2ccc(Cl)c(Cl)c2)nnc1SCc1ccc(Cl)cc1,-2,1,0.9,2,1,1,-5,1,5,-5
O=C(c1cc(-c2ccncc2)nc2ccc(Br)cc12)N1CCN(Cc2ccc3c(c2)OCO3)CC1,-2,1,1,30,1,1,-1,0.7,12,-1
CN(C(=O)c1coc(=O)c2ccccc12)c1ccc(F)cc1,-3,1,1,14,1,1,-10,0.9,17,-2
O=C(Nc1cc(C(F)(F)F)ccc1Cl)C(NCc1ccccc1)c1ccccc1 (stereo not drawn),-4,0.9,0.9,19,1,1,-2,0.8,1,3

# An excerpt from above in order of heavy-atom count, rising.
smiles,TNAP inh hiacc,PMI act,PMI act satM6P,Diaph inh CS,TNAP act hi DEA,FLuc act counter,TNAP inh noacc,Diaph act CS,G6PDH counter,HMGR II inh
Cc1ccc(SCC2=NNC(=O)C2)cc1,0,0.9,0.9,8,1,1.1,-2,0.9,4,-3
CCn1c(CC(=O)Nc2ccc(Cl)c(Cl)c2)nnc1SCc1ccc(Cl)cc1,-2,1,0.9,2,1,1,-5,1,5,-5
CCCn1c(SCC(=O)Nc2nc3ccccc3s2)nc2c1c(=O)n(C)c(=O)n2C,-2,0.9,1,0,1,0.5,-2,1,1,-2
CCOc1ccc(-c2cc(C(=O)NCCCN3CCN(CC)CC3)c3ccccc3n2)cc1,-2,1,1,-3,1,0.3,-12,1,4,-3

# Additional structures follow:
smiles,TNAP inh hiacc,PMI act,PMI act satM6P,Diaph inh CS,TNAP act hi DEA,FLuc act counter,TNAP inh noacc,Diaph act CS,G6PDH counter,HMGR II inh
Brc1ccc(Nc2c3c(nc4ncnn24)CCC3)cc1,-2,1,0.9,19,1,1,-145,0.8,1,-5
COc1cccc(NC(=S)NN=C2CCCCCC2)c1,-4,1.1,1.1,8,1,0.8,-26,0.9,-1,-2
COc1cc(/C=C(\C#N)C(=O)Nc2ccccc2C(=O)O)cc(Cl)c1OC,-3,1.4,1.2,-3,1,0.8,0,1,-3,0
CCOC(=O)c1cc2c(ccc3ccccc32)oc1=O,-8,0.9,0.9,18,1.1,1,-16,0.8,10,-6
O=C(NCc1ccccn1)c1ccc(CNS(=O)(=O)c2cccc(C(F)(F)F)c2)cc1,-4,1,1,5,1,1,-11,1,3,-1
O=C1NC2=C(C(=O)c3ccccc32)C(c2ccccc2)N1 (stereo not drawn),4,1.1,1.2,13,1,1,6,0.9,20,-2
O=C(O)c1cccc(NC(=O)c2cc(S(=O)(=O)N3CCOCC3)cs2)c1,1,·,·,·,1,1,-3,·,10,7
CC1CCc2c(sc3ncn(CC(=O)N4CCCCC4)c(=O)c23)C1 (stereo not drawn),-6,1,1,14,1.1,1.1,-8,0.9,22,-2
S=C1NCCc2ccccc2C1c1ccccc1Cl (stereo not drawn),-1,1,1,12,1,1.1,4,0.9,3,-4
C/C(CC(=O)Nc1c(C)cc(C)cc1C)=N\NC(=O)c1cnccn1,-3,0.9,1,4,1,1.1,-53,1,7,2
COc1ccc(OCc2nc3ccccc3[nH]2)cc1,-4,1,1.1,-4,1,0.3,-16,1,-1,-1
CC1CCc2c(sc3nc(SCC(=O)NCc4ccco4)nc(N)c23)C1 (stereo not drawn),-10,0.9,0.9,28,1.1,0.8,-14,0.7,3,-2
CN(C)S(=O)(=O)c1ccc(N2C(=O)CC2(/C=C/c2ccccc2)C(=O)NC2CCCC2)cc1 (stereo not drawn),-5,0.8,0.9,16,1,1.1,-8,0.8,8,-1
C=CCN1N=C(c2ccc(Cl)s2)CSC1=O,-4,0.9,0.9,18,1,1.1,-8,0.8,2,0
Cc1noc(C)c1C(c1ccccc1)c1ccccc1,-5,0.9,0.9,17,1,1.1,-9,0.8,0,-7
CC(C)(Oc1ccc(CCNC(=O)c2ccc(-c3ccc(Cl)cc3)o2)cc1)C(=O)O,-3,1,1,30,1,0.8,-4,0.7,13,3
CC(C)c1ccc(/C=C/C(=O)NNC(=O)c2cccnc2)cc1,-4,1.1,1,7,1,0.9,-2,0.9,9,2
CN1CCN(c2ccc([N+](=O)[O-])cc2NC(=O)c2ccccc2Cl)CC1,-4,1.1,1.1,-5,1,1,2,1.1,6,-6
Cc1cc(-c2csc(N)n2)c(C)n1C,0,1.6,1.8,8,1,1.1,17,0.9,10,-1
C=CCC(=O)N1CCCC(CNC(=O)c2ccc(-c3ccccc3)cc2)C1 (stereo not drawn),-4,1,1.1,6,1,0.9,-6,0.9,12,3
Cc1cccc(C(=O)Nc2ccc(C(=O)/C=C/c3cccs3)cc2)c1,-1,0.9,0.9,18,1,1,-3,0.8,0,-5
C/C(CC(=O)Nc1ccccc1)=N\NC(=O)COc1ccc(C)cc1Br,-1,1,1,7,1,1,-3,0.9,-2,-3
Cc1ccc(OCC(=O)Nc2ccc(Cl)cc2)c(-n2nc3ccccc3n2)c1,-4,1,1,6,1,1.1,-7,0.9,8,-7
COc1ccc(C2=CC(c3c(C)nn(-c4ccccc4)c3Cl)n3nnnc3N2)cc1OC (stereo not drawn),-2,1,0.9,18,1,1.1,3,0.8,12,-2
O=C1c2ccccc2C(=O)N1CCC(O)C[N+](=O)[O-] (stereo not drawn),-3,1,1,-3,1,1.1,-8,1,-1,14*
COc1ccc(-c2[nH]c3ccccc3c2SCCNC(=O)c2ccccc2)cc1,0,0.9,0.9,16,1,1,-10,0.8,16,-1
CSc1nc2c(c(=O)[nH]1)C(c1ccc(Cl)cc1)CC(=O)N2 (stereo not drawn),-8,1,1,0,1.1,1.1,-2,1,7,-1
COc1cccc(Cn2nnc(C(=O)Nc3cc(Cl)ccc3OC)c2N)c1,-5,1,1,14,1.1,1.1,-23,0.9,-4,0
CC(C)(C)C(=O)NC1(C(F)(F)F)NC(=O)N(c2ccc(F)cc2)C1=O (stereo not drawn),0,0.9,0.9,5,1,1,-6,0.9,18,-3
